aDG glyco up – alpha-DG glycosylation activation; activation, % at 10 µM; 0.22% of 360,000 active; AID 624168; Pro5-aDG cells, alpha-DG glycosylation AlphaScreen (IIH6); 0% Pro5, 100% B10-LARGE cell signal;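 active means activation of at least 8% versus controls, or a plate z-score of at least 8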;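 further: Pro5 are CHO cells carrying HIG-tagged alpha-DG that lacks glycosylation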
PDI inh – PDI (human) enzyme inhibition; AID 588391; 0.052% of 350,000 active; PDI insulin aggregation turbidity, A650, 90 min; inhibition, % at 10 µM;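 active means mean inhibition across replicates of 30% or more, whatever share of single replicates reach that level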;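 further: absorbance from insulin aggregation driven by PDI reduction with DTT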
HTR2A ag – activates the mouse 5-HT2A serotonin receptor. P35363. CHO-K1 mHTR2A beta-arrestin complementation, luminescence; percent of 30 µM serotonin response. activation, % at 7.6 µM. 0.66% of 360,000 active. AID 624169;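 active means activation above a run cutoff, the mean activation of all tested compounds plus 3 SD, cut at about 14% in these data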;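 further: 0% = plate median of compound wells and 100% = 30 µM serotonin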
ABCB6 inh 2 – inhibitors of human ABC transporter ABCB6 | 0.19% of 360,000 active | fluorescence ratio to DMSO, % at 10 µM | K562-ABCB6 porphyrin accumulation, flow cytometry, 1 h; hits give low values | Q9NP58;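 active means fluorescence ratio to DMSO below 75%, the collection mean minus 3 SD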;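 further: signal is porphyrin accumulated inside mitochondria; 100% equals median channel fluorescence of DMSO control wells; lower ratio means ABCB6 inhibition with less porphyrin fluorescence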
Target sequence (Q9NP58 whole entry, looked up): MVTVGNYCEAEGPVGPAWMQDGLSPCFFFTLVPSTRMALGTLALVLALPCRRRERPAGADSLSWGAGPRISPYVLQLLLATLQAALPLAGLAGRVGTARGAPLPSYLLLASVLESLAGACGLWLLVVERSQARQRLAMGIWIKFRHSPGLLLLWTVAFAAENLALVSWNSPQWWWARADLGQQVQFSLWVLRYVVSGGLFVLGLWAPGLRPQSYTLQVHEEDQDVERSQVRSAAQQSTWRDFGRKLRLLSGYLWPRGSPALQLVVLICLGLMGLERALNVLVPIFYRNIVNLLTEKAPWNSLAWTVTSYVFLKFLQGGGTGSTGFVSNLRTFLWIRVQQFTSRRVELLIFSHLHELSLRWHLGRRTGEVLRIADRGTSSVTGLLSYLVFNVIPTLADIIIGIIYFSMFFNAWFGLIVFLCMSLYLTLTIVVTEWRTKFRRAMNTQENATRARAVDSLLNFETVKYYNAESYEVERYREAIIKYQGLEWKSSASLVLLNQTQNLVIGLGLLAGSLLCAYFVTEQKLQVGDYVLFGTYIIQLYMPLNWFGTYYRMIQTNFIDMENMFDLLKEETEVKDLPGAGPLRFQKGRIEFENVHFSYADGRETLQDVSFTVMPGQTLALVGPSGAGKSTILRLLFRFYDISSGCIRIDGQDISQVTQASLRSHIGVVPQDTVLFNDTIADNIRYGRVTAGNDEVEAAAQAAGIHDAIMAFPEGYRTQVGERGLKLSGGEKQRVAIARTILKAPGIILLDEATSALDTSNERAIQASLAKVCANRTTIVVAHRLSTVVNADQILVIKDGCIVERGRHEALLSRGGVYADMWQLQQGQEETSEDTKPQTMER
N-glyco inh – blocks N-linked glycosylation in D54 reporter cells; D54 ERlucT glycosylation luciferase reporter, 24 h; percent of 100 nM tunicamycin response; AID 588692; 0.23% of 360,000 active; reporter increase, % at 12.5 µM;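 active means mean luciferase reporter signal, scaled so untreated is 0 and the glycosylation-blocking control 100, at or above a set limit in every replicate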;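 further: luciferase carries N-glycosylation sites so blocking glycosylation raises the light; 0% = median of neutral control wells and 100% = median of 100 nM tunicamycin wells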
CaV13 FRET inh – Disruptors of the CACNA1D IQ motif to Ca2+-dependent inactivation inhibitor domain association, primary screening, Förster resonance energy transfer in intact living … | HEK cells, CFP/YFP FRET ICDI-IQ, plate reader, 10 min; percent FRET-ratio fall versus neutral wells | inhibition, % at 12.3 µM | 0.098% of 340,000 active | AID 743397;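 active means mean replicate inhibition of at least 30% and at least 1% of replicates passing that level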;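 further: 0% = median of the neutral control wells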
Cardio protect – modulators protecting cardiomyocytes from myocardial damage; 0.63% of 360,000 active; H9c2 cardiomyocytes, H2O2 injury protection, ATPLite, 2 h; protection from H2O2 cell death, % at 20 µM;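 active means compounds giving at least 50% protection of heart cells from peroxide-induced death in the single-dose screen, raw or plate-pattern-corrected value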;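 further: 0% = DMSO wells with peroxide and 100% = DMSO wells without peroxide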
Vif imaging – blocks HIV Vif function; HEK293T cells, Vif self-association by quenched fluorescence, imaging, 24 h; inhibition, % at 7.49 µM; 0.35% of 340,000 active; in the data active means inhibition above about 50%, passing the limit was not always enough; further: some results filed as inactive read as strong as hits
Granule exo inh – blocks lytic granule exocytosis. inhibition, % at 10 µM. TALL-104 LAMP-1 surface exposure, flow cytometry; cells stimulated with thapsigargin and PMA. 0.66% of 360,000 active;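 active means inhibition above about 55%, limit read from the data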
iPSC survival up – increases survival of single human iPS cells. hiPSC single-cell survival, ATPlite luminescence; 100% = ROCK inhibitor wells, 0% = DMSO. survival enhancement, % at 20 µM. 0.044% of 360,000 active; in the data active means survival enhancement above about 18%;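 further: cells exposed to compounds for 16 hours before the ATP read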
Numbers without * were called inactive; / = not tested or not shown.

SMILES	aDG glyco up	PDI inh	HTR2A ag	ABCB6 inh 2	N-glyco inh	CaV13 FRET inh	Cardio protect	Vif imaging	Granule exo inh	iPSC survival up
CCOc1ccccc1N1CCN(C(=O)c2cc(S(=O)(=O)N(C)C)ccc2N2CCCC2)CC1	-0.3	-1.7	-1.3	99.0	0.6	-5.7	9.8	-2.6	2.0	-0.3
CC(=O)OC1CCC2C3CCc4cc(OP(=O)(N5CC5)N5CC5)ccc4C3CCC12C (centres undefined)	-0.1	22.7	-3.8	98.0	-1.7	-6.8	-0.3	36.9	2.7	-4.1
Cc1nnc(SCC(=O)NCc2ccc(Cl)cc2)[nH]c1=O	0.3	-1.6	-0.4	90.0	1.9	0.9	-0.6	8.4	7.0	6.4
CCCNC(=O)C1(C)CCCN(C(=O)COCc2ccccc2)C1 (centres undefined)	0.2	8.6	-7.4	99.0	-0.8	-6.5	-3.8	1.8	0.8	-2.3
N#Cc1ccc(NC(=O)COC(=O)c2cccnc2Cl)cc1	0.0	-3.0	-2.6	97.0	0.9	-2.6	1.5	4.1	1.9	-1.9
COc1ccc(-c2c(-c3ccccc3)c(C(=O)C(=O)NCCCN(C)C)n3ccc4cc(OC)c(OC)cc4c23)cc1OC	-0.1	-5.5	-5.8	91.0	-7.7	-14.5	-3.5	-7.3	2.0	-0.5
CCSc1nnc(CCNC(=O)OC(C)(C)C)o1	-0.2	-3.5	9.3	102.0	-1.4	-5.3	5.4	-2.4	1.9	8.0
Cc1onc(-c2ccccc2)c1-c1nnc(CN2CCN(S(=O)(=O)c3ccccc3)CC2)o1	0.1	4.7	-1.2	100.0	-2.1	-6.0	-15.7	-2.1	0.8	0.5
CCOC(=O)CNC(=O)C1CCCN(c2ncccn2)C1 (centres undefined)	-0.1	3.3	1.2	90.0	2.4	-6.9	1.2	-1.1	3.7	-2.2
CCC(C(=O)O)N1C(=O)/C(=C/C(C)=C/c2ccccc2)SC1=S (centres undefined)	0.2	1.7	-2.8	100.0	0.2	1.1	-1.4	-1.5	2.9	-0.5
COc1ccc(S(=O)(=O)N2CCN(C(=O)c3cc(C)on3)CC2)cc1	-0.2	4.0	-1.3	98.0	2.0	-1.8	-3.1	-1.7	-3.0	0.9
COc1cc2c3nnc(-c4ccc(F)cc4)c-3cn(Cc3ccc(C)cc3)c2cc1OC	0.1	-7.3	-6.8	131.0	-0.5	-9.5	-32.7	14.7	20.8	-2.3
COc1ccc(OC)c(CC(NC(C)=O)C(=O)NC2CCN(c3c(Cc4ccccc4)c(C)nc4ncnn34)CC2)c1 (centres undefined)	-0.5	11.6	0.2	93.0	5.5	-2.7	19.0	-36.2	1.3	1.3
O=C(Nc1cnc2sccn2c1=O)c1ccccc1Cl	-0.2	-2.5	-1.6	103.0	-11.3	-4.4	-2.2	3.9	0.4	-0.8
O=C(Nc1ccccc1N1CCCC1)c1ccc(Br)o1	-0.2	4.4	-4.3	97.0	-1.4	-7.2	-3.2	-5.3	-1.6	-0.7
COc1nc(-c2ccc(C)cc2)ccc1-c1noc(-c2cccnc2)n1	-0.2	-1.1	2.4	93.0	1.6	-3.9	-3.5	16.5	-2.8	5.4
CC1Sc2ccc(S(=O)(=O)N3CCC(C(=O)N(C)Cc4ccccc4)CC3)cc2NC1=O (centres undefined)	0.8	-10.6	-3.4	96.0	-0.6	-4.7	-8.4	0.6	8.4	-0.5
CC(C)(C)c1ccc(S(=O)(=O)NCc2ccc(C(=O)N3CCOCC3)cc2)cc1	-0.1	-0.3	0.6	92.0	-0.8	-8.9	3.1	-1.3	-0.8	-0.7
Cc1ccc(CCNS(=O)(=O)c2cc(Br)cnc2N)cc1	0.1	5.0	3.2	94.0	-1.2	-3.3	-5.2	-8.0	-1.3	0.7
CCCCCCCCNC(=O)c1cnsn1	-0.2	7.6	2.2	101.0	-0.5	2.1	-3.2	/	-1.7	4.2
O=C(NC1CCCCC1)C1c2ccccc2C(=O)N1Cc1ccc2c(c1)OCO2 (centres undefined)	-0.1	-5.2	-1.4	96.0	4.6	4.1	0.0	7.1	-1.8	-0.5
CCOc1cc(/C=C2/C(=O)ON=C2C)ccc1OCc1ccccc1F	0.4	-7.2	-6.2	98.0	4.3	-8.1	-21.8	0.4	77.9*	-1.7
Cc1ccc(-c2nnn(CC(=O)N(Cc3ccc(F)cc3)C(C(=O)NC3CCCC3)c3ccncc3)n2)o1 (centres undefined)	0.4	-5.2	3.3	90.0	2.8	-0.2	2.2	25.8	3.7	1.0
O=C(O)CCCNc1cc(N2CCN(C(=O)c3ccco3)CC2)c2noc3c2c1C(=O)c1ccccc1-3	-0.1	-0.4	-4.8	104.0	0.3	-2.9	-6.0	2.8	-12.3	-0.6
CCOc1nc2cnccc2n(CC(=O)Nc2c(F)c(F)cc(F)c2F)c1=O	-0.1	0.0	-2.2	100.0	-0.2	-2.4	-3.8	20.1	-2.5	-0.6
C=CCN(C(=O)CC(NC(C)=O)c1ccccc1)c1nc(-c2ccc(S(C)(=O)=O)cc2)cs1 (centres undefined)	-0.1	-6.1	1.9	98.0	-7.2	-7.8	2.0	-1.6	-4.3	-0.4
Cc1ccc(NC(=O)C(=O)NCc2ccccn2)cc1	-0.2	0.3	-0.3	104.0	-1.5	-4.6	-2.3	1.2	-2.3	-3.2
COC(=O)c1ccccc1S(=O)(=O)C(C)(C)C	0.1	-7.0	0.2	97.0	1.8	-5.0	8.1	12.9	0.8	1.0
CCn1nnnc1SCC(=O)c1ccc(NC(C)=O)cc1	-0.2	-23.3	9.7	100.0	0.4	-4.4	7.0	22.8	1.5	3.5
Cc1ccccc1CCNC(=O)c1ccc(Cl)c(S(=O)(=O)N2CC(C)OC(C)C2)c1 (centres undefined)	1.2	6.6	4.6	92.0	-3.3	-4.9	-11.9	-3.0	-3.2	-0.4
O=C(CSc1nc2ccccc2o1)N1CCCC1	-0.3	-6.6	2.8	101.0	2.7	/	10.2	-1.9	3.2	6.1
O=C(c1ccccc1Br)N(Cc1ccccc1)c1ccccc1	-0.1	-7.3	3.2	87.0	-3.4	-4.4	-11.6	-6.5	30.2	-0.3
COc1cc(Cc2nc3ccccc3n2C(C)c2nc3ccccc3[nH]2)cc(OC)c1 (centres undefined)	-0.1	/	-1.0	/	/	-5.6	/	/	10.3	/
C=CCN(c1ccccc1C(=O)NCC(=O)O)S(=O)(=O)c1ccccc1C	0.0	-2.3	-2.9	94.0	2.0	-20.3	5.4	8.2	3.3	0.6
O=C(O)c1ccc(N2C(=O)c3cccnc3C2=O)cc1	0.1	5.2	-0.3	99.0	1.1	-4.1	1.7	0.3	4.3	-0.5
CCc1nnc(NC(=O)CCC(=O)N2CCN(c3cc(C)ccc3C)CC2)s1	0.4	3.0	5.9	92.0	-1.1	-15.4	10.3	-1.2	-0.8	0.1
CCCCCN(C(=O)CCC(=O)OCC(=O)Nc1cccc(CC)c1)c1c(N)n(CCCC)c(=O)[nH]c1=O	-0.2	2.3	1.8	74.0*	2.3	-11.7	0.1	-6.0	6.4	0.3
COc1ccc(-c2nn(-c3ccccc3)cc2/C=N/Nc2ccc3ccccc3n2)cc1OC	1.2	4.7	-6.6	100.0	-6.9	-5.3	27.6	/	3.9	-1.0
CC(C)N(C(=O)CSc1nnc(-c2cc3ccccc3cc2O)n1Cc1ccco1)C(C)C	-0.1	8.6	-0.3	95.0	-1.0	-5.3	4.3	-26.6	-1.0	0.2
O=C(c1cccn2c(=O)c3cc(Cl)ccc3nc12)N1CCOCC1	-0.2	5.6	0.3	79.0	0.9	-8.4	5.5	41.3	-0.8	2.2
CN(C)NC(=S)NC1(C)CCS(=O)(=O)C1 (centres undefined)	0.0	2.1	-3.6	96.0	-0.3	-2.2	4.8	-1.6	10.7	-0.4
Cn1cnnc1SCC(=O)NCCc1ccc(Cl)cc1Cl	0.4	-1.3	-3.1	97.0	1.4	0.0	2.8	-13.2	-5.7	1.7
COc1ccc(CCNC(=O)C2CCCN2C(=O)Nc2ccc(C)cc2)cc1OC (centres undefined)	-0.1	-12.8	-5.2	96.0	1.1	-3.4	6.0	24.9	-11.0	-0.4
CCN(CC)S(=O)(=O)c1ccc(N2CC(C(=O)NCc3ccc4c(c3)OCO4)CC2=O)cc1 (centres undefined)	0.0	0.1	1.8	102.0	2.0	-7.2	3.8	6.3	15.0	4.7
Cc1ccc(N2CC(C(=O)N3CCN(Cc4ccc5c(c4)OCO5)CC3)CC2=O)cc1 (centres undefined)	0.0	-2.8	-9.0	99.0	-3.0	-4.2	1.7	8.1	18.4	-0.1
O=S(=O)(NCCc1ccccc1)c1cccc(S(=O)(=O)N2CCOCC2)c1	-0.2	0.6	5.3	112.0	-2.1	/	0.7	/	-4.2	2.5
COc1ccc(CCNS(=O)(=O)c2ccc3c(c2)CCN3C(=O)C2CC2)cc1OC	0.0	1.4	3.4	104.0	0.0	-3.9	-6.9	19.0	-2.3	-1.1
C/C(=N\Nc1nc(-c2ccc(C)cc2C)cs1)c1cc2ccccc2oc1=O	0.1	-2.5	0.0	88.0	-2.4	-3.0	0.4	-0.9	-2.6	5.3
COCCCNC(=S)NNC(=S)NCCCOC	0.1	13.4	1.2	94.0	0.4	-5.0	3.3	-1.2	1.1	0.4
CC(=O)c1cccc(NC(=O)CCc2nnc3ccc(N4CCOCC4)nn23)c1	-0.3	3.1	5.7	97.0	2.0	-5.7	-3.5	-3.1	-18.0	-0.5

Entries of single compounds, looked up by structure:
COc1ccc(CCNC(=O)C2CCCN2C(=O)Nc2ccc(C)cc2)cc1OC (centres undefined) reads aDG glyco up = -0.1; PDI inh = -12.8; HTR2A ag = -5.2; ABCB6 inh 2 = 96.0; N-glyco inh = 1.1; CaV13 FRET inh = -3.4; Cardio protect = 6.0; Vif imaging = 24.9; Granule exo inh = -11.0; iPSC survival up = -0.4
CCN(CC)S(=O)(=O)c1ccc(N2CC(C(=O)NCc3ccc4c(c3)OCO4)CC2=O)cc1 (centres undefined) reads aDG glyco up = 0.0; PDI inh = 0.1; HTR2A ag = 1.8; ABCB6 inh 2 = 102.0; N-glyco inh = 2.0; CaV13 FRET inh = -7.2; Cardio protect = 3.8; Vif imaging = 6.3; Granule exo inh = 15.0; iPSC survival up = 4.7

Carrying on:
SMILES	aDG glyco up	PDI inh	HTR2A ag	ABCB6 inh 2	N-glyco inh	CaV13 FRET inh	Cardio protect	Vif imaging	Granule exo inh	iPSC survival up
Fc1ccccc1C1CCN(Cc2nc(COc3ccccc3)no2)C1 (centres undefined)	0.0	3.3	-5.1	98.0	-0.5	-6.2	-6.8	-4.3	12.8	-0.7
COc1cc(/C=N/Nc2ccccc2C(F)(F)F)ccc1O	0.0	-7.4	2.6	100.0	2.8	-7.3	-1.3	-16.5	-1.3	-0.1
CCOC(=O)c1nnn(-c2nonc2NC(C)=O)c1C	0.4	2.2	3.5	93.0	1.7	/	10.9	-1.1	0.6	0.7
Cc1noc(C)c1NC(=O)Nc1ccc2c(c1)C(=O)N([C@H](C)CO)C[C@H](C)[C@@H](CN(C)S(=O)(=O)c1ccc(F)cc1)O2	0.4	-1.9	0.7	102.0	3.9	-5.8	-7.5	-4.0	3.6	-0.1
COc1ccc(/C=N/Nc2cc(C)nc(N3CCOCC3)n2)cc1OC	-0.1	-3.8	-3.4	99.0	0.3	-4.8	1.4	-5.8	2.1	0.6
O=S(=O)(c1ccccc1)c1cccc(S(=O)(=O)N2CCCCC2)c1	0.0	1.0	0.5	95.0	-2.1	-4.2	-5.0	2.3	-0.5	-0.1

Compound activity from PubChem.
